Screening data from PubChem BioAssay.
TRPC4 agonist: activators of mouse TRPC4 channel; Q9QUQ5; HEK293 TRPC4beta/mu-opioid, Fluo4 calcium fluorescence; active compounds read high; B-score at 10 µM; 310,000 compounds, 0.49% hits; AID 2237;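 active means B-score above 5 SD of library B-scores, and initial fluorescence ratio not above library mean plus 5 SD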;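 further: positive B-score marks a calcium rise read as TRPC4 activation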
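Material: HEK293 stable line with TRPC4beta plus mu-opioid receptor; technique: Fluo4 calcium-sensitive dye fluorescence, kinetic, 1 Hz baseline; timing: Fluo4 dye loading 45 min at room temperature, 110 s recording; controls: assay buffer as low control, maximal DAMGO as high control; read-out: integrated baseline-normalised fluorescence ratio, converted to per-well B score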
IEC-6 tox: kills IEC-6 intestinal cells in KLF5 counter-screen | IEC-6 cytotoxicity, luminescence viability | inhibition, % at 5 µM | AID 1825 | 290,000 compounds, 0.78% hits; in the data active means inhibition above about 22%;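 further: 0% = plate median of test compound wells and 100% = cytotoxic reference compound wells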
KLF5 inh: suppresses KLF5 promoter-driven expression | 290,000 compounds, 0.23% hits | DLD-1 KLF5 promoter-luciferase reporter, luminescence | AID 1700 | inhibition, % at 5 µM;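 active means inhibition above a per-plate limit of that plate's mean compound inhibition plus 3 SD, cut at about 60% in these data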;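 further: 0% = DMSO wells and 100% = LY294002 at 200 µM; higher means less KLF5 promoter-driven luciferase light; inactives centre near -14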
MrgX1 antag: blocks BAM8-22 activation of human MrgX1 receptor; Q96LB2; MRGX1-HEK293 calcium flux, Fluo-4, BAM8-22 antagonism; active compounds read low; B-score at 10 µM; 310,000 compounds, 1.3% hits;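 active means calcium-response B-score plate-corrected more than 3 library SD below zero, starting fluorescence within 5 deviations, no agonist response on first addition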;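 further: peak minus trough fluorescence over baseline after final BAM8-22 challenge near maximal dose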
Target sequence (Q96LB2 whole entry, looked up): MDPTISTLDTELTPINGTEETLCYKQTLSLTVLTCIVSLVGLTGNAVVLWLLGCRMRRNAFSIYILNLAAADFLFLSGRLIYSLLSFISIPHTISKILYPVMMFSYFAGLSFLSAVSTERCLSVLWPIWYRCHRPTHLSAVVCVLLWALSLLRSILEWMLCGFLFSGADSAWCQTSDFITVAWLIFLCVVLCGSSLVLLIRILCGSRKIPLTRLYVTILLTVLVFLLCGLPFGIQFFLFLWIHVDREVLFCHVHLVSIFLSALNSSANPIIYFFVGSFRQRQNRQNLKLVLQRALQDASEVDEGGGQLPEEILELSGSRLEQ
aSyn 5UTR inh: 5' untranslated region of α-synuclein, MLPCN primary screen | alpha-synuclein 5'UTR reporter, inhibitor activity | inhibition, % (tested at 7.5 µM) | 300,000 compounds, 0.82% hits | AID 1813; in the data active means inhibition above about 60%;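 further: H4 neuroglioblastoma cells stably carrying SNCA 5'UTR luciferase fusion; 0% = DMSO wells and 100% = positive control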
HIF activator: HIF pathway transcriptional activation. 300,000 compounds, 0.32% hits. activation, % at 7.5 µM (by protocol). U2OS HRE-luciferase reporter, luminescence; normalized: DMSO 0%, desferrioxamine 100%. AID 1910;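 active means mean activation of at least 10% of the iron chelator positive control signal, with at least half of replicates also reaching 10%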
TRPC6 activator: activates the mouse TRPC6 cation channel; Q61143; HEK293-TRPC6 membrane potential dye fluorescence; active compounds read high; B-score at 10 µM; 310,000 compounds, 0.13% hits; AID 2550;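 active means B-score of the integrated fluorescence ratio above library mean plus 3 SD, and starting fluorescence ratio within library mean plus 5 SD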;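 further: higher score means more depolarization so channel activation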
TRPC4 inh: inhibitors of mouse TRPC4 channel | HEK293 TRPC4beta/mu-opioid, DAMGO-evoked Fluo4 calcium flux; active compounds read low | B-score at 10 µM | 300,000 compounds, 0.39% hits | Q9QUQ5;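 active means B-score over 3 SD under the library average, no early fluorescence shift, positive overall ratio signal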
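Material: HEK293 cells with stable TRPC4beta plus mu-opioid receptor expression; probe or stimulus: DAMGO in two steps, submaximal then maximal; technique: Fluo4 calcium fluorescence by kinetic imaging, 5 s 1 Hz baseline; measure: integrated fluorescence ratio relative to baseline, converted to per-well B score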
TRPC4 potent: allosteric potentiators of mouse TRPC4 channel | HEK293 TRPC4beta/mu-opioid, DAMGO EC20, Fluo-4 Ca2+ flux; active compounds read high | B-score at 10 µM | 310,000 compounds, 0.42% hits | AID 2227;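 active means B-score of calcium response area above 5 SD of library B-scores, with initial fluorescence ratio within 5 SD of library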;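 further: B-score of integrated fluorescence ratio over time as area under calcium response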
TRPC6 inhibitor: mouse TRPC6 channel inhibition | HEK293-TRPC6, membrane potential dye, ACh-evoked depolarization; active compounds read low | B-score at 10 µM | 310,000 compounds, 1.1% hits;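 active means B-score under library mean minus 3 SD, initial fluorescence not abnormally high, positive integrated signal ratio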;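 further: B-score derived from integrated fluorescence ratio over the kinetic read; more negative B-score means stronger inhibition of depolarization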
SKKanGAS inh: blocks kanamycin growth of S. pyogenes SKKanGAS strain; BacTiter-Glo, 6 h; inhibition, % at 7.5 µM; 300,000 compounds, 1.3% hits; AID 1662;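 active means mean replicate score, as percent of positive control median, at least 50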;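 further: strain carries kanamycin resistance gene driven by streptokinase promoter and grows in 40 µg/ml kanamycin; loss of luminescence reflects streptokinase promoter inhibition or plain growth inhibition; 0% = median of DMSO wells and 100% = positive control at its reference dose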
* hit, by the source's call; i = inactive; nt = no result given.

SMILES,TRPC4 agonist,IEC-6 tox,KLF5 inh,MrgX1 antag,aSyn 5UTR inh,HIF activator,TRPC6 activator,TRPC4 inh,TRPC4 potent,TRPC6 inhibitor,SKKanGAS inh
Cc1ccc(C)c(NC(=O)CN(C)C(=O)[C@@H](NC(=O)c2ccc(C(C)(C)C)cc2)C(C)C)c1,i,-4,-13,i,24,-0.3,i,i,i,i,1
COc1cccc(N(CC(=O)NC(C)(C)C)C(=O)C2CSC(=O)C2)c1 (stereo unspecified),i,6,-1,i,-18,-0.6,i,nt,i,i,3
CCCCN(C(=O)CC1OC(=O)c2ccccc21)c1c(N)n(CCCC)c(=O)[nH]c1=O (stereo unspecified),i,nt,nt,i,11,-0.8,i,i,i,i,-3
CCC(=O)N(CC)C1=C(O)c2ccccc2C(=O)C1=O,i,-2,-14,i,-17,-0.4,i,i,i,i,2
Cc1ccc(-n2nc3c(=O)n(CCCC(=O)NC4CCC(C)CC4)nc(C)c3c2C)cc1 (stereo unspecified),i,3,-46,i,31,-0.3,i,i,i,i,-5
CCOC(=O)c1ccccc1NC(=O)c1cn(-c2ccc(C)c(C)c2)c(=O)c2ccccc12,i,-3,6,i,24,-0.3,i,i,i,i,33
O=C1CCCCN1CCC(=O)N1CCCC(Nc2ccccc2)C1 (stereo unspecified),i,6,13,i,19,-0.2,i,i,i,i,3
COc1ccc(NC(=O)c2cc(C)cc(C)c2)cc1[N+](=O)[O-],i,1,-25,i,8,0.4,i,i,i,i,3
Cc1nc2ccccc2c(=O)n1NC(=O)c1ccc(Cl)c([N+](=O)[O-])c1,i,7,-33,i,23,2.7,i,i,i,i,3
NC(=O)c1sc2nc3c(c(-c4cccs4)c2c1N)CCCCC3,i,-4,13,i,42,1.6,i,i,i,i,-3
Cn1ncc(Cl)c1C(=O)Nc1ccc(Cl)cn1,i,-2,12,i,-114,1.6,i,i,i,i,-2
Cc1cc(C(F)F)nn1CC(=O)NCc1ccco1,i,-2,-3,i,-13,0.1,i,i,i,i,8
Cc1oc(C(=O)O)cc1COc1cccc2ccccc12,i,-2,-9,i,-10,-0.7,i,i,i,i,8
O=S(=O)(NCCC1=CCCCC1)c1ccc(F)cc1,i,0,-24,i,0,-0.3,i,i,i,i,40
COC(=S)N/C(=N\S(=O)(=O)c1ccc(Cl)cc1)c1ccccc1,i,2,-24,i,-3,0.0,i,i,i,i,-3
CCCC(=O)N1CCN(c2ccc(NC(=O)c3ccccc3)cc2)CC1,i,-4,-29,i,-11,-0.2,i,i,i,i,-4
CC(=O)N1CCN(C(=S)c2ccc([N+](=O)[O-])cc2)CC1,i,7,-13,i,-9,0.0,i,i,i,i,1
CCN1C(=O)c2cccc3c(S(=O)(=O)N4CCCC4C(=O)O)ccc1c23 (stereo unspecified),i,0,-26,i,-3,1.1,i,i,i,i,-1
CC(C)(C)OC(=O)N1CCC(Cc2cc(-c3ccc(Cl)cc3)no2)(C(=O)O)CC1,i,-1,-22,i,-5,0.4,i,i,i,i,4
c1ccc(CN2CCN(C3=Nc4cccc5cccc3c45)CC2)cc1,i,1,-72,nt,-101,1.8,i,i,i,-8.2*,-3
COc1ccc(NC(=O)CN(C)C(=O)c2cc(-c3ccc(OC)cc3)nc3ccccc23)cc1,i,nt,nt,i,-44,-58,i,i,i,i,40
CCn1c(=O)[nH]c(=O)c2c(N)c(C(=O)c3ccccc3OC)sc21,i,0,-15,i,25,0.2,i,i,i,i,3
c1ccc(C2CC(c3cccs3)Nc3nnnn32)cc1 (stereo unspecified),i,-3,-25,i,9,0.0,i,i,i,i,-3
O=C(CNC(=O)c1ccccc1)OCc1cccc([N+](=O)[O-])c1,i,8,-19,i,-16,1.4,i,i,i,i,4
CCc1ccc(CNCc2cccs2)cc1,i,-1,-1,i,-35,0.7,i,i,i,i,3
C=CCn1c(=O)c2ccccc2n2c(SCC(=O)c3ccccc3)nnc12,i,-5,6,i,-6,0.6,i,i,i,i,10
CCOCCCNC(=O)C1CC(=O)N(CCc2ccc(C)cc2)C1 (stereo unspecified),i,-9,-25,i,10,-34,i,i,i,i,8
CCOC(=O)CNc1nc(Oc2ccc(=O)n(C)n2)nc(N(CC)CC)n1,i,-3,3,i,7,0.0,i,i,i,i,4
O=C(CNC(=O)c1ccc(S(=O)(=O)N2CCCC2)cc1)N/N=C/c1ccccc1Cl,i,-1,-30,i,28,-1.9,i,i,i,i,-1
CCOc1ccccc1C1CC(=O)Nc2cc3c(cc21)OCO3 (stereo unspecified),i,83*,74*,i,66*,-0.7,i,i,i,i,-6

A section from further up:
SMILES,TRPC4 agonist,IEC-6 tox,KLF5 inh,MrgX1 antag,aSyn 5UTR inh,HIF activator,TRPC6 activator,TRPC4 inh,TRPC4 potent,TRPC6 inhibitor,SKKanGAS inh
CCCC(=O)N1CCN(c2ccc(NC(=O)c3ccccc3)cc2)CC1,i,-4,-29,i,-11,-0.2,i,i,i,i,-4
CC(=O)N1CCN(C(=S)c2ccc([N+](=O)[O-])cc2)CC1,i,7,-13,i,-9,0.0,i,i,i,i,1
CCN1C(=O)c2cccc3c(S(=O)(=O)N4CCCC4C(=O)O)ccc1c23 (stereo unspecified),i,0,-26,i,-3,1.1,i,i,i,i,-1
CC(C)(C)OC(=O)N1CCC(Cc2cc(-c3ccc(Cl)cc3)no2)(C(=O)O)CC1,i,-1,-22,i,-5,0.4,i,i,i,i,4

(list continues)
SMILES,TRPC4 agonist,IEC-6 tox,KLF5 inh,MrgX1 antag,aSyn 5UTR inh,HIF activator,TRPC6 activator,TRPC4 inh,TRPC4 potent,TRPC6 inhibitor,SKKanGAS inh
COCCC(=O)Nc1ccc2c(c1)CN(C(=O)c1ccc(CSC)o1)CC2,i,-1,-19,i,-4,-1.7,i,i,i,i,-7
Cc1c(N=C/C=C/c2ccccc2)cnn1C,i,1,-40,i,-50,1.1,i,i,i,i,-6
COC(=O)C(C)Sc1nc2c(c(-c3ccc(OC)cc3)c1C#N)-c1ccccc1C2=O (stereo unspecified),i,1,-6,i,1,0.0,i,i,i,i,15
OCC[C@@H]1C[C@H](O)[C@@H](O)[C@@]2(CCc3ccccc3O2)O1,i,-4,-12,i,15,-2.5,i,i,i,i,8
CCN(CC)CCOC(=O)CCc1cccc2ccccc12,i,-4,-27,i,10,0.1,i,i,i,i,2
COC(=O)CN(C(=O)CSc1nnc(-c2cccc(OC)c2)o1)c1ccc(OC)cc1,i,2,-8,i,-3,0.1,i,nt,i,i,1
Cn1ncc2c(O/N=C(\N)c3ccc(C(C)(C)C)cc3)ncnc21,i,93*,-30,i,104*,-7.1,i,i,i,i,0
COc1cccc(-c2nc(CS(=O)(=O)CC(=O)NCCCOC(C)C)c(C)o2)c1,i,-2,-50,i,10,-0.2,i,i,i,i,10
CCCn1c(=S)[nH]c2cc(Cl)ccc21,i,-7,-27,i,15,0.1,i,i,i,i,-4
O=C(NCc1ccc(Cl)cc1)c1cc2c(s1)CS(=O)(=O)C2,i,2,6,i,-7,3.2,i,i,i,i,-10
CC1CCN(CCC(=O)N/N=C/c2ccc([N+](=O)[O-])cc2)CC1,i,4,-13,i,18,0.1,i,i,i,i,3
CCc1cc(=O)oc2cc(OC(C)C(=O)NCc3ccccn3)ccc12 (stereo unspecified),i,-5,-15,i,3,0.9,i,i,i,i,-2
COC(=O)c1[nH]c2c(c1C)C(=O)CC(c1ccccc1)C2 (stereo unspecified),i,87*,72*,i,28,0.4,i,i,i,i,-3
O=C(NC1CCN(Cc2ccccc2)CC1)C1CCN(S(=O)(=O)c2cccc3cccnc23)CC1,i,1,-8,i,3,nt,i,i,i,i,9
O=c1c2c(nc3nc(SCc4ccccc4)[nH]n13)CCC2,i,3,-8,i,13,-0.3,i,i,i,i,-11
CCCc1cc(=O)[nH]c(SCC(=O)N(C)Cc2ccccc2)n1,i,1,-5,i,0,0.4,i,i,i,i,-3
Cc1oc(-c2ccccc2Cl)nc1CS(=O)CC(=O)NCCCN1CC(C)CC(C)C1 (stereo unspecified),95*,1,-34,i,21,0.3,i,i,i,i,-7
COc1ccc(C(=O)C(C)[n+]2ccc(C)c3ccccc32)cc1[N+](=O)[O-] (stereo unspecified),i,-1,-23,i,0,0.7,i,i,i,i,-4
COc1ccc(N2C(=O)/C(=C/c3cccs3)NC2=S)cc1,i,0,-6,i,-26,1.2,i,i,i,i,-1
O=C(Nc1ccc(S(=O)(=O)Nc2ncccn2)cc1)c1ccc(N2CCCC2=O)cc1,i,6,-2,i,-6,-0.3,i,i,i,i,0
Cc1ccc(-c2cc(C(=O)Nc3c(C#N)cnn3C)no2)cc1,i,-1,-51,i,-45,0.7,i,i,i,i,14
COc1ccccc1CNS(=O)(=O)c1c(C(=O)N2CCCCC2)c(C)n(C)c1C,i,-2,-30,i,7,1.2,i,i,i,i,-3
COC(=O)C1=CN(c2ccc(OC)cc2)C=C(C(=O)OC)C1c1cc(OC)c(OC)cc1OC,i,-3,5,i,8,0.3,i,i,i,i,7
CCC(C(=O)OCC(=O)Nc1cc(Cl)cc(Cl)c1)c1ccccc1 (stereo unspecified),i,0,-2,i,15,-0.1,i,i,i,i,53*
O=C(O)c1ccc(N/N=C2/CCSc3ccc(F)cc32)cc1,i,15,11,i,5,0.3,i,i,i,i,-4
CCOc1ccc(CCNc2nc3ccccc3n3c(C)nnc23)cc1OCC,i,-5,4,i,-34,-0.1,i,i,i,i,-2
Cc1nnc(SCC(=O)N2c3ccccc3C(C)(c3ccc(Cl)cc3)CC2(C)C)s1 (stereo unspecified),i,11,-41,i,7,-0.3,i,i,i,i,-8
CN(C)c1cccc2c(S(=O)(=O)NCc3ccc(S(N)(=O)=O)cc3)cccc12,i,1,-17,i,-6,-0.3,i,i,i,i,-1
CCCCn1c(CN2CCN(CCO)CC2)nc2ccccc21,i,4,-64,i,4,-0.3,i,i,i,i,-9
